USP2a block: USP2a (human) protease inhibition; O75604; USP2 core, Ub-CHOP2 coupled fluorogenic reporter, 485/531; Potency, µM (highest dose often 38.3 µM), without a hit: top-dose activity change, negative = inhibition, most hits filed as inhibitors; 330,000 tested, 0.01% active; AID 463254;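 note: potency is the fitted concentration of half-maximal effect; plate controls were DMSO wells for no effect and full inhibition by NEM control for full effect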
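USP2 core (10nM final) preincubated 30min RT with compound in 20mM Tris-HCl pH 8.0, 2mM CaCl2, 2mM beta-mercaptoethanol, 0.05% CHAPS; 25nM Ub-CHOP2 plus 25nM reporter substrate added, fluorescence (Ex485/Em531) read after 60min.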
Eya2 inh: Eya2 (human) phosphatase inhibition. recombinant Eya2, OMFP fluorescence dephosphorylation (OMFP is methylfluorescein phosphate). 330,000 tested, 0.006% active. AID 488837. O00167. Potency, µM (highest dose often 76.9 µM), inactives show at the top dose activity, negative = inhibition, hits mostly inhibitors; note: potency is the fitted concentration of half-maximal effect; % is set by controls: 0 for no effect and ±100 for the full control effect
Target sequence (O00167 whole entry, looked up): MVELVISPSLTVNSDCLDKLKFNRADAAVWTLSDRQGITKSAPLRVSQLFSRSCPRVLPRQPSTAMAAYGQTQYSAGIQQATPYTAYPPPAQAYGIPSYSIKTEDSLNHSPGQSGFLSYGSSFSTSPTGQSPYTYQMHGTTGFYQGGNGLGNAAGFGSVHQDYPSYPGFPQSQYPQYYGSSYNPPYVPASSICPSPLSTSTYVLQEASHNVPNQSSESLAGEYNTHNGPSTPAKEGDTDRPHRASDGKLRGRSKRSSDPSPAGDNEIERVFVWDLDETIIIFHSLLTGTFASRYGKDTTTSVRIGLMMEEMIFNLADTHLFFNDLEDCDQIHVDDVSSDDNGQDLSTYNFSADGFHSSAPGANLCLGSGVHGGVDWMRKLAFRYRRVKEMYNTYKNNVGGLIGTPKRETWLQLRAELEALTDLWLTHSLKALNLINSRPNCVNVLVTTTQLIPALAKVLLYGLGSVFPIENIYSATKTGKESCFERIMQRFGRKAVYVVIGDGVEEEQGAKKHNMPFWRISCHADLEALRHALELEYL
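Eya2 protein (added as 0.2 uM solution) was preincubated with compound for 10 min at ambient temperature in 50 mM HEPES pH 7.5, 50 mM NaCl, 5 uM MgCl2, 0.05% BSA, 1 mM DTT. OMFP (added at 50 uM) then reacted 10 min; fluorescence read at 485/525 nm.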
Mito fusion yeast: inhibitors of mitochondrial division or activators of mitochondrial fusion | S. cerevisiae fusion-defective mutant growth rescue, CellTiterGlo 48 h | Potency, µM (series often up to 46.1 µM), without a hit: at the highest dose growth rescue (activation), hits mostly activators | 320,000 tested, 0.23% active | AID 485298;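 note: potency is the fitted concentration of half-maximal effect; % of control where 0% means no effect; nearly all actives have a fitted effect of over 45% in size; temperature-sensitive fusion mutants such as fzo1-1 at 37 °C on non-fermentable ethanol glycerol medium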
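S. cerevisiae fusion-defective temperature-sensitive mutants (e.g. fzo1-1, mgm1-5) grown 48 h at 37C in YPEG (ethanol/glycerol non-fermentable) medium with 23 nl compound per well; growth rescue read as CellTiterGlo luminescence.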
ELG1 repair inh: ELG1-dependent DNA repair inhibition; HEK293T ELG1-luciferase reporter, luminescence, 16 h; DNA damage induced by 5-fluorouridine; Potency, µM (highest dose often 46.1 µM), inactives show top-dose activity change, negative = inhibition, usual class: inhibitors; 330,000 tested, 2.3% active; AID 504467; note: potency is the fitted concentration of half-maximal effect; % is set by controls: 0 for no effect and ±100 for the full control effect; nearly all actives have a fitted effect of over 55% in size
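5-Fluorouridine DNA damage + compound/DMSO, 2,000 cells/well, 16 h, 37 °C/5% CO2. ONE-Glo, 30 min RT, luminescence. Readout = decrease in reporter signal.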
uPA surface inh: blocks generation of uPA at the cell surface; cell surface uPA generation assay, qHTS; Potency, µM (series often up to 38.3 µM), inactives show top-dose activity change, negative = inhibition, most hits filed as inhibitors; 330,000 tested, 0.31% active; AID 540303; active = well fitted inhibition curve with a large enough effect; inconclusive = small, poorly fitted or top-dose-only effect; inactive = no such curve, though single readings can be large or run the other way; tested in mouse RAW 264.7 cells; note: potency is the fitted concentration of half-maximal effect; % is set by controls: 0 for no effect and ±100 for the full control effect; nearly all actives have a fitted effect of over 55% in size
PTAP TSG101 blk: blocks PTAP/TSG101 interaction to inhibit HIV-1 budding | Q99816 | Fluorescence polarization, FITC-PTAP peptide / Tsg101 binding | Potency, µM (highest dose often 115 µM), without a hit: at the highest dose activity change, negative = inhibition, most hits filed as inhibitors | 340,000 tested, under 10 active | AID 493005; active = well fitted inhibition curve with a large enough effect in the main read-out, with a control signal flat, not every such curve was filed as active; inconclusive = small, poorly fitted or top-dose-only effect, or effect the other way, or a change in a side signal; inactive = no such curve, though single readings can be large or run the other way; note: potency is the fitted concentration of half-maximal effect; % of control where 0% means no effect
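Fluorescence anisotropy tracks displacement of a FITC-tagged PTAP peptide (50 nM) from the Tsg101 binding domain (10 uM), following a 20 min room-temperature incubation at pH 7.5.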
BCR signal inh: inhibitors of chronic active B-cell receptor signaling; 340,000 tested, 0.05% active; ABC-DLBCL IkBa-CBG/CBR reporter, luminescence ratio, 4 h; AID 493014; Potency, µM (highest dose often 46.1 µM), inactives show at the highest dose ratio change, negative = lower green/red ratio, usual class: inhibitors; active = well fitted inhibition curve with a large enough effect in the signal ratio, with a control signal flat, not every such curve was filed as active; inconclusive = small, poorly fitted or top-dose-only effect, or effect the other way, or a change in a side signal; the % refers to the signal ratio;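 note: potency is the fitted concentration of half-maximal effect; plate controls were basal doxycycline-induced cells for no effect and cells given 10 µM MG132 for full effect; MG132 reads +100%, hits lower the ratio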
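Doxycycline induced both beetle luciferases in TMD8 lymphoma cells; IKK-driven degradation limits the IkappaBalpha-fused green signal, while red luminescence normalises for cell number and nonspecific effects. Compounds tested up to 46 uM, 4 hrs.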
TCR act: activates T cell receptor signaling; primary human leukocytes, anti-CD3, IL-2 HTRF, 48 h; Potency, µM (series often up to 9.22 µM), for the others: top-dose activation of IL-2 secretion, usual class: activators; 330,000 tested, under 10 active; note: % of control where 0% means no effect
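48 hr co-incubation of compounds, a-CD3 beads and primary human leukocytes; IL-2 quantified homogeneously by HTRF with anti-IL-2 K and d2 conjugates.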
TSHR antag: human thyrotropin receptor antagonism | TSHR-expressing cells, TSH-stimulated cAMP HTRF, 2 h; active compounds read low | activity change, negative = inhibition, % at 11.5 µM | 330,000 tested, 0.2% active;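 active = activity change below a set negative limit, meaning inhibition stronger than a set level, cut at about -70% in these data; inconclusive = activity change between two set negative limits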; note: % is set by controls: 0 for no effect and ±100 for the full control effect
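TSHR-expressing cells were treated with compounds, then stimulated with TSH at EC80 (4nM final) for 2 hours at 37 deg C. Cellular cAMP was measured by HTRF competition between lysate cAMP and cAMP-d2 for a cryptate-labelled anti-cAMP antibody.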
Tb PFK block: inhibitors of T. brucei phosphofructokinase. O15648. T. brucei PFK, ADP-Glo luminescence. Potency, µM (top dose mostly 57.5 µM), for inactives: at the highest dose activity, negative = inhibition, most hits filed as inhibitors. 330,000 tested, 0.17% active. AID 485367;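 note: potency is the fitted concentration of half-maximal effect; 0% = uninhibited 1x PFK enzyme wells and -100% = no-enzyme wells; nearly all actives have a fitted effect of over 60% in size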
Target sequence (O15648 whole entry, looked up): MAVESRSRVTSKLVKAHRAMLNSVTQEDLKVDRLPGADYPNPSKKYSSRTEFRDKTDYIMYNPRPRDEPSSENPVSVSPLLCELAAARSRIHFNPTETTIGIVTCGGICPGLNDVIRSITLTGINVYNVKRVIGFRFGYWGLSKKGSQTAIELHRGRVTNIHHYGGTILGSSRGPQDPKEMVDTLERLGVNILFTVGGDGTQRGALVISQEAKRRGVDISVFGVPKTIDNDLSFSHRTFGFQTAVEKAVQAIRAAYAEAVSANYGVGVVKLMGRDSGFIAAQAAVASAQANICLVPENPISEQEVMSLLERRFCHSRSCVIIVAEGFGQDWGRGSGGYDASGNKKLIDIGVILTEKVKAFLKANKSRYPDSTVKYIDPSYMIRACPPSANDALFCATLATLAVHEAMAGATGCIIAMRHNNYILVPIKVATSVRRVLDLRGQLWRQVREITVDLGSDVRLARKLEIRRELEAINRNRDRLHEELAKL
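PFK 1.25 nM, F6P 0.5 mM, ATP 0.1 mM, 0.1 M TEA pH 8.0, 5 mM MgCl2, 0.01% Tween20, 0.1% BSA; 45 min RT. ADP-Glo readout. qHTS titration up to 57 uM; curves fitted, compounds curve-classed.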
B2AR arrestin: beta2AR (human) beta-arrestin recruitment activity; AID 492947; P07550; Potency, µM (doses to about 46.1 µM), without a hit: at the highest dose activation, actives largely listed as activators; beta-arrestin recruitment to beta2AR, cell-based reporter; 330,000 tested, 0.02% active;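 note: potency is the fitted concentration of half-maximal effect; 0% = DMSO controls and full agonism = EC100 isoproterenol or metaproterenol; nearly all actives have a fitted effect of over 65% in size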
The depositor's hits bear a star; ? = inconclusive; . = no result given; [ ] = dose if it differs, or a comment. Unless noted, calls come from the whole dose curve; as a rule, active = well fitted curve in the direction sought with a large enough effect; inconclusive = small, poorly fitted or top-dose-only effect, or another doubt; inactive = no such curve, though single readings can be large; an effect the other way counts as inactive or inconclusive.

SMILES	USP2a block	Eya2 inh	Mito fusion yeast	ELG1 repair inh	uPA surface inh	PTAP TSG101 blk	BCR signal inh	TCR act	TSHR antag	Tb PFK block	B2AR arrestin
Cc1ccc(-c2nnc(NCc3nc4ccccc4[nH]3)c3ccccc23)cc1S(=O)(=O)N(C)C	-9.9%	-21.4%	-0.6%	10.3µM*	-7.6%	-0.6%	?	16.6%[46.1 µM]	45.4	-0.2%	0.1%
COc1cc(CCC(=O)N2CCN(c3ccc([N+](=O)[O-])cc3)CC2)cc(OC)c1OC	1.9%	8.2%	-1.0%	0.2%	5.7%	-6.1%	?	2.6%	-4.4	0.8%	-0.7%
O=[N+]([O-])c1ccc(C(O)CN2CCN(Cc3ccccc3)CC2)cc1 (configuration not stated)	0.1%	-2.3%	-40.0%[inhibitor]	-11.3%	2.0%	-7.7%	2.1%	1.7%	0.0	1.2%	-0.2%
COc1ccccc1N1CCN(C(=O)C2CCCO2)CC1 (configuration not stated)	-1.5%	6.2%	6.9%	12.4%	-1.3%	-2.7%	-3.9%	7.7%	18.8	-1.9%	-0.3%
Cc1cccc(OCC(=O)OCC(=O)N2CCCc3ccccc32)c1C	4.6%	-3.4%	12.0%	12.9%	20.0%	-0.7%	1.2%	6.2%	-2.0	-0.5%	0.0%
CCN(CC)S(=O)(=O)c1ccc(C)c(NC(=O)CN2C(=O)NC3(CCCC3)C2=O)c1	0.0%	-6.2%	12.5%	5.6%	-1.6%	-9.1%	2.3%	6.7%	.	-2.4%	0.6%
CC(C)N(c1ccccc1)c1ccc(NC(=S)NCCN(C)C)cc1	4.6%	1.0%	6.2%	?	-14.0%	-1.3%	9.7%	-3.3%	0.0	1.9%	0.2%
Cc1ccc(-c2nc(N=Nc3ccc(O)cc3)n[nH]2)cc1	0.3%	2.3%	3.0%	?	-1.8%	2.4%	?	-2.1%[46.1 µM]	-0.3	-0.8%	2.5%
O=C(NCCc1ccc(O)c(O)c1)C1COc2ccccc2O1 (configuration not stated)	-0.1%	11.9%	1.3%	-19.3%	-8.5%	-3.0%	?	-0.6%	-5.4	-29.0%	-1.2%
C/C(N)=C(/C#N)C(=O)CSc1nn(-c2ccc(Cl)cc2)c(=S)s1	-13.4%	-20.9%	5.1%	?	2.3%	-6.5%	6.2%	-36.1%	-24.3	-1.5%	-0.2%
C[C@H](NC(=O)c1ccccc1Cl)C(=O)Nc1ccccc1F	1.4%	-3.2%	0.9%	5.0%	0.9%	1.2%	.	-4.3%	-1.4	2.5%	0.1%
COc1cccc(C2NC(=O)c3ccccc3O2)c1OC (configuration not stated)	4.8%	9.2%	-3.0%	-1.0%	.	-4.4%	1.9%	0.0%	-11.4	0.4%	-0.3%
COc1ccc(C(=O)NCS(=O)(=O)c2ccc(C)cc2)cc1	-0.5%	-2.2%	-0.8%	3.4%	2.5%	-4.1%	-15.3%	0.6%	-8.5	1.1%	-0.9%
Cc1c(OC(=O)CNC(=O)OC(C)(C)C)ccc2c3c(c(=O)oc12)CCC3	-0.8%	-8.0%	0.9%	-33.1%	.	-6.2%	?	-5.5%	-10.4	-6.9%	0.2%
COc1ncnc2c1oc1nc(CC(C)C)c3c(c12)CCCC3	1.9%	8.5%	7.5%	-1.7%	0.3%	-3.0%	1.7%	-16.0%	2.1	-1.4%	-1.0%
COc1ccc2nc(C)cc(SCC(=O)N/N=C/c3ccccc3)c2c1	2.2%	0.9%	-11.0%	-14.4%	0.0%	-4.3%	-1.4%	-6.9%[46.1 µM]	-9.8	0.3%	-0.8%
C[C@@]12CCC=C[C@H]1[C@H](c1ccccc1Br)N(Cc1ccccc1)C2=O	-6.5%	-11.8%	.	-13.5%	21.0%	-3.5%	-0.2%	-4.5%[46.1 µM]	-15.9	-0.3%	-0.5%
CC1(C)CC(=O)C2=C(C1)OC(N)=C(C#N)C2C1CC=CCC1 (configuration not stated)	-0.5%	0.4%	1.7%	-8.9%	.	-5.4%	-0.3%	-12.2%[46.1 µM]	-5.0	-0.7%	-0.5%
COc1ccc(/C=N/NC(=O)c2c(C)nc3ccc(Br)cn23)cc1OC	-0.1%	-0.3%	-2.4%	0.0%	-3.6%	0.4%	-8.6%	-0.6%	2.5	-5.3%	-0.2%
Cc1[nH]c2ccccc2c1C(=O)CSc1ccccc1	2.4%	-10.2%	6.8%	?	0.8%	-2.7%	?	5.1%[46.1 µM]	-6.5	-7.2%	-0.7%
O=C(CSc1nnc(SCc2ccccc2)s1)N/N=C/c1c[nH]c2ccccc12	?	2.8%	0.2%[9.22 µM]	?	-0.2%	0.3%	?	-2.8%	-25.7	0.7%	-0.4%
Cc1ccc(-c2nc(CSCC(=O)NCc3cccnc3)c(C)o2)cc1	0.2%	-8.0%	2.5%	-28.8%	-12.2%	-2.4%	-1.8%	1.3%	-5.5	0.3%	0.1%
CCOC(=O)c1[nH]c(C)c(C)c1C	1.8%	20.6%	-1.0%	18.2%	-0.3%	-6.2%	?	-2.4%	3.1	0.1%	-0.4%
Cc1cccc(Nc2c3c(nc4ncnn24)CCC3)c1	1.0%	-12.1%	3.3%	14.3%	14.5%	-5.9%	2.9%	3.5%	26.8	-23.1%	0.2%
COc1ccc(S(=O)(=O)N2CCN(CC(O)CN3CCOCC3)CC2)cc1 (configuration not stated)	3.0%	7.9%	-2.1%	5.0%	0.4%	0.8%	-0.6%	-7.0%	-12.1	-11.8%	0.2%

Continued.
SMILES	USP2a block	Eya2 inh	Mito fusion yeast	ELG1 repair inh	uPA surface inh	PTAP TSG101 blk	BCR signal inh	TCR act	TSHR antag	Tb PFK block	B2AR arrestin
Cc1ccc2nc(NC(=O)CC3Oc4ccccc4NC3=O)sc2c1 (configuration not stated)	3.8%	3.9%	-3.9%	0.0%	3.3%	-2.2%	?	-4.9%	-11.1	2.1%	-0.2%
COc1cccc(NC(=O)CN(c2cccc(C(F)(F)F)c2)S(C)(=O)=O)c1	1.8%	2.7%	-1.5%	?	5.0%	-10.4%	?	3.9%	18.3	1.9%	0.2%
Cc1cc(N/C=C2\CCCCC2=O)no1	-0.3%	-10.1%	-1.2%	?	14.4%	-7.1%	10.3%	2.2%	11.4	3.7%	-0.4%
CCc1cc(C(=O)Nc2nc(-c3ccccn3)cs2)sc1C	-0.2%	6.3%	28.8%	14.6%	?	1.3%	?	5.1%	-15.3	13.3%	-0.2%
CCn1cc(CN2CCCC(C(=O)c3ccc(-c4ccccc4)c(F)c3)C2)cn1 (configuration not stated)	-9.9%	12.8%	5.0%	-22.3%	-3.0%	-2.4%	-21.0%	-3.5%	-0.5	0.5%	-0.4%
CN(C)CCCNS(=O)(=O)c1ccc(NC2CCCCCC2)c([N+](=O)[O-])c1	-1.7%	10.5%	-23.6%	?	-12.3%	1.7%	-10.8%	2.9%	8.1	0.9%	-0.1%
c1ccc(OCCn2c(-c3ccco3)nc3ccccc32)cc1	3.2%	0.5%	-6.3%	?	-18.1%	-0.9%	?	2.5%	4.8	0.0%	-0.5%
COc1ccc(CNC(=O)CCCNC(=O)c2ccc(Cl)cc2)cc1OC	-0.5%	-7.2%	0.4%	0.1%	-0.8%	-7.6%	-5.9%	0.8%	2.6	1.8%	0.6%
O=C(COc1ccc(Br)cc1)N(CCO)CCO	-0.6%	6.5%	0.0%	7.8%	8.8%	0.6%	-17.4%	6.0%	20.3	-2.3%	-0.6%
COc1ccccc1N=CC1=C(O)CC(c2ccccc2)CC1=O (configuration not stated)	2.0%	-0.2%	-0.7%	-1.2%	1.8%	0.1%	?	0.2%[46.1 µM]	-15.3	-0.9%	-0.3%
CC(=O)Nc1cccc(NC(=O)C(=O)Nc2ccc3c(c2)N(C(=O)C2CC2)CCC3)c1	-0.9%	-13.9%	-15.4%	?	?	-2.1%	?	2.2%	-15.5	-0.5%	-0.3%
Cc1ccccc1NC(=O)Nc1cc(S(N)(=O)=O)ccc1C	-5.1%	1.1%	5.3%	4.8%	-0.5%	1.0%	-12.4%	0.0%	36.5	0.9%	-0.2%

Bioassay records from PubChem.

Not a hit list. About 3% of those tested had a hit in this group.
